High-throughput results deposited in PubChem by National Center for Advancing Translational Sciences (NCATS).
N370S GC mod – N370S glucocerebrosidase modulation, Gaucher chaperone candidate; N370S GC spleen homogenate, 4MU-glucoside fluorescence; Potency, µM (series often up to 59.4 µM), inactives show at the highest dose activity change, negative = inhibition, hits mostly inhibitors; 330,000 compounds, 0.092% hits;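 note: 0% = full enzyme activity and -100% = no enzyme basal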
FEN1 inhibitor – blocks human flap endonuclease 1 | Recombinant FEN1 flap cleavage, fluorescence, 15 min | Potency, µM (highest dose often 114 µM), without a hit: top-dose activity change, negative = inhibition, actives largely listed as inhibitors | 390,000 compounds, 0.35% hits | P39748 | AID 588795; note: nearly all actives have a fitted effect of over 65% in size
Target sequence (P39748 whole entry, looked up): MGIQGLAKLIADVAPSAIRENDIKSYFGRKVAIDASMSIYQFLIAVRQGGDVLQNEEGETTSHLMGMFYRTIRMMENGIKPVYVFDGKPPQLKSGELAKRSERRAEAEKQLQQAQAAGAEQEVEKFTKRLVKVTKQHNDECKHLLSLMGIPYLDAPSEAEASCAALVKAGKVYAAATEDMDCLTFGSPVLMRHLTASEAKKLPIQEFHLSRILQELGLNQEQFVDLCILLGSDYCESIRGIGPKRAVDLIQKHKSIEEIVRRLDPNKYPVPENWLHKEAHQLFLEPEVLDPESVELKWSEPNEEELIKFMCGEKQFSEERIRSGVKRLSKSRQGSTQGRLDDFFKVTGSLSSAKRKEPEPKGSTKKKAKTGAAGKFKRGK
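Potency values derive from four-parameter Hill fits of normalized qHTS data. The reaction used 10 nM FEN1 preincubated 15 min at room temperature with compound, then 50 nM DNA substrate, read at 0 and 15 min.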
TDP1 cell CPT – growth inhibition of DT40 Tdp1-/-;hTDP1 cells with camptothecin (screen for TDP1 inhibitors); chicken DT40 Tdp1-/-;hTDP1 cells + 20 nM CPT, ATP luminescence, 48 h; 420,000 compounds, 12% hits; AID 686979; Potency, µM (titrated, usually from 46.2 µM), without a hit: at the highest dose activity change, negative = growth inhibition, actives largely listed as inhibitors; note: nearly all actives have a fitted effect of over 55% in size
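Chicken DT40 Tdp1-/- cells stably complemented with human TDP1 were seeded at 400 cells/well in medium containing 20 nM camptothecin, exposed to pin-transferred compounds, and grown at 37 °C for at least 48 hr. Viability was read as ATP luminescence.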
* = called active by the depositor; ? = inconclusive; · = no result given; & = joins results of further samples; [ ] = dose if it differs, or a comment. Calls come from the whole dose curve; as a rule, active = well fitted curve in the direction sought with a large enough effect; inconclusive = small, poorly fitted or top-dose-only effect, or another doubt; inactive = no such curve, though single readings can be large; an effect the other way counts as inactive or inconclusive. Unless noted, % is set by controls: 0 for no effect and ±100 for the full control effect; potency is the fitted concentration of half-maximal effect.

#	structure	N370S GC mod	FEN1 inhibitor	TDP1 cell CPT
1	CS(=O)(=O)N(CCc1ccccc1)CC(=O)NCc1ccc(Cl)cc1	-20.2%	-2.1%	-0.7%
2	O=C(CC1SC(N2CCCCC2)=NC1=O)Nc1ccc(C(=O)NCCc2ccc(F)cc2)cc1 (stereo not drawn)	·	12.1%	?
3	C#CCn1c(=NC(=O)CSCC(=O)N2CCOCC2)sc2ccccc21	-11.5%	4.0%	-9.0%
4	COc1ccc(CNC(=O)N2CCc3ccccc3C2)cc1Cl	-0.9%	6.0%	-22.8%
5	CCNC(=O)COC(=O)c1cc(-c2ccc(OC)cc2)nc2ccccc12	3.8%	2.1%	?
6	O=C1CCc2cc(S(=O)(=O)NC3CCCCC3)ccc2N1	·	9.0%	6.6%
7	Cc1ccc(OCC(=O)c2ccc(Cl)s2)c([N+](=O)[O-])n1	-4.5%	-2.7%	3.66µM*
8	Cc1ccc(NC(=O)C2(c3ccccc3)CCOCC2)cc1	-0.5%	-1.5%	?
9	Cc1ccc(NC(=O)C2CCN(C(=O)c3ccccc3C)CC2)nc1	-15.7%	-6.1%	-0.6%
10	Cc1ccc(OCC(=O)N/N=C/c2c[nH]c3ccccc23)c([N+](=O)[O-])c1	-1.8%	2.8%	8.1%
11	Cc1c(C(=O)N(Cc2ccc(Cl)cc2)CC2CCCO2)oc2ccc(F)cc12 (stereo not drawn)	·	8.9%	?
12	CCCCN(CC)CCCNC(=O)c1cc2cc3ccc(C)cc3nc2o1	-2.3%	-7.3%	-26.4%

Brought forward from above: 2 entries, then new ones.
#	structure	N370S GC mod	FEN1 inhibitor	TDP1 cell CPT
11	Cc1c(C(=O)N(Cc2ccc(Cl)cc2)CC2CCCO2)oc2ccc(F)cc12 (stereo not drawn)	·	8.9%	?
12	CCCCN(CC)CCCNC(=O)c1cc2cc3ccc(C)cc3nc2o1	-2.3%	-7.3%	-26.4%
13	O=C(C[n+]1cc(-c2ccccc2)n2c1CCC2)OCc1ccccc1	8.4%	-0.1%	11.2%
14	CCNC(=O)CN(c1ccc(CC)cc1)S(C)(=O)=O	5.6%	1.3%	-1.7%
15	CC(CC(=O)Nc1ccc(F)cc1)S(=O)(=O)c1ccc2c(c1)NC(=O)CO2 (stereo not drawn)	-17.3%	-2.6%	-14.6%
16	O=C(COC(=O)c1c(Cl)cccc1Cl)NC1CCCCC1	19.2%	-8.0%	14.4%
17	N#CC1(NC(=O)COC(=O)Cn2[nH]c(=O)c3ccccc3c2=O)CCCCC1	-2.0%	-4.4%	-10.1%
18	Nc1cccc2c(O)cc(S(=O)(=O)O)cc12	·	8.91µM*	9.4%
19	Cc1cccc2cc3ccccc3nc12	·	-21.6%&-15.4%	?
20	CCCc1nnc(NC(=O)CCC(=O)N2CCN(c3ccccn3)CC2)s1	4.5%	45.6%[activator]	-21.5%
21	Cc1ccc(S(=O)(=O)Cn2nnnc2C(CC(C)C)N2CCN(C(=O)c3ccco3)CC2)cc1 (stereo not drawn)	?	3.5%	-8.1%
22	CCN1CCc2c(OCC(=O)Nc3cccc(C)c3)cccc2C1=O	-0.9%	2.2%	?
23	Cc1ccc(NC(=O)CSc2nn(-c3ccc(Cl)cc3)c(=S)s2)cc1S(=O)(=O)N(C)C	3.4%	-2.1%	9.2µM*
24	O=C(c1ccc(Cn2ccc([N+](=O)[O-])n2)cc1)N1CCN(Cc2ccccc2)CC1	-3.7%	-9.9%	4.0%

From entry 13 up to 15, copied from above:
#	structure	N370S GC mod	FEN1 inhibitor	TDP1 cell CPT
13	O=C(C[n+]1cc(-c2ccccc2)n2c1CCC2)OCc1ccccc1	8.4%	-0.1%	11.2%
14	CCNC(=O)CN(c1ccc(CC)cc1)S(C)(=O)=O	5.6%	1.3%	-1.7%
15	CC(CC(=O)Nc1ccc(F)cc1)S(=O)(=O)c1ccc2c(c1)NC(=O)CO2 (stereo not drawn)	-17.3%	-2.6%	-14.6%

Next records.
#	structure	N370S GC mod	FEN1 inhibitor	TDP1 cell CPT
25	CCC(CC)=N/N=C/c1c(O)n(CC)c2cc(C3=NNC(=O)CC3)ccc12	1.6%	5.5%	?
26	CC(=O)c1cccc(N(CC(=O)Nc2ccc(F)cc2)S(C)(=O)=O)c1	16.8%	8.1%	-4.6%
27	Cc1cc(=O)oc2c(C)c(OCC(=O)NCC3CCC(C(=O)O)CC3)ccc12 (stereo not drawn)	3.2%	-5.6%	0.2%
28	OC(COc1ccccc1)CN1CCCCCC1 (stereo not drawn)	6.1%	-3.6%	11.0%
29	COc1ccc(-c2noc(CN(C)C(=O)CCN3C(=O)[C@H]4CC=CC[C@H]4C3=O)n2)cc1	-0.2%	15.0%	?
30	Cc1nc(NC(=O)c2ccco2)sc1C(=O)Nc1ccc(Br)cc1	3.3%	-16.0%	-1.1%
31	Cc1ccc(-c2csc(NC(=O)CCNC(=O)c3ccccc3Cl)n2)cc1	?	10.4%	?
32	O=[N+]([O-])c1cccc(Cl)c1NCCNS(=O)(=O)c1ccccc1	11.5%	-17.0%	-6.5%
33	Cc1ccc(C)c(NC(=O)CSc2nc(C)cc(C)c2C#N)c1	-5.7%	-5.6%	0.0%
34	CCOc1ccc(NC(=O)c2sc3nc(N4CCOCC4)c4c(c3c2N)CCCC4)cc1	29.6%	18.5%	?
35	COC(=O)c1ccccc1SC1CC(=O)N(c2cccc(C)c2)C1=O (stereo not drawn)	-5.3%	-0.4%	9.2µM*
36	CCOC(=O)C1=C(C)NC(=O)/C1=C\N(C)C	-0.1%	2.6%	-1.1%

Additional compounds follow.
#	structure	N370S GC mod	FEN1 inhibitor	TDP1 cell CPT
37	CCn1nc(NS(=O)(=O)c2ccc(C)cc2)c2cc3ccccc3nc21	-5.0%	-10.7%	0.3%
38	CCN(CC)c1ccc(NC(=O)c2cnn(CC)c2)cc1	-3.1%	-11.6%	?
39	Cc1ccc(NC(=O)N2CCC(C(=O)NCC(C)C)CC2)cc1	-3.6%	9.3%	-11.6%
40	O=S(=O)(NCCNS(=O)(=O)c1ccccc1)c1ccccc1	·	-4.8%	2.0%
41	CCOC(=O)c1c(C)c(C(=O)NCCc2ccc(S(N)(=O)=O)cc2)c(C)n1CC	5.1%	-2.9%	-9.0%
42	CCn1cc(C(=O)NCCO)c(=O)c2cc(F)c(N3CCN(C)CC3)cc21	-17.0%	4.1%	-4.7%
43	CCN(CC)CCNC(=O)CCCCn1c(=S)[nH]c2c([nH]c3ccc(OC)cc32)c1=O	-1.5%	?	-19.7%
44	COc1cc(/C=C2/SC(=S)N(CCC(=O)Nc3ccc(C(=O)O)cc3)C2=O)cc(OC)c1OC	-9.9%	-16.5%	9.2%
45	CCS(=O)(=O)N1CCC(C(=O)NCc2cccs2)CC1	-2.1%	1.5%	-3.2%
46	COc1cccc(-c2c(C(=O)N/N=C(\C)c3cccs3)nnn2-c2nonc2N)c1	?	-7.6%	16.4µM*
47	O=C(CSCc1cccc(F)c1)NCc1ccccc1	8.1%	-4.0%&-9.6%	15.5%&1.5%
48	CCCn1c(C)cc(C(=O)CN2C(=O)c3ccccc3C2=O)c1C	·	14.2%	?

Next part
#	structure	N370S GC mod	FEN1 inhibitor	TDP1 cell CPT
49	Cc1cccc(NC(=O)CNC(=O)c2cccc(-n3cccc3)c2)c1C	-11.4%	?	-21.2%
50	O=c1c2ccccc2nc2oc3ccccc3n12	1.5%	-0.4%	-27.2%
51	CCOC(=O)c1c(S(=O)(=O)N2CCCC(C(=O)N3CCN(c4ccc(F)cc4)CC3)C2)c(C)n(C)c1C (stereo not drawn)	·	4.2%	23.1µM*
52	O=C1C(=O)c2ccccc2C(O)=C1CC=C(Cl)Cl	·	-9.8%	?
53	CC(=O)N1CCN(C(=O)COc2ccc3oc4c(c3c2)CCCC4)CC1	-3.4%	2.0%	-16.2%
54	O=C(O)Cn1c(COc2ccc(Cl)cc2)nc2ccccc21	-2.0%	-5.4%	-4.2%
55	CCN(C(=O)c1sc2nc3n(c(=O)c2c1C)CCCC3)c1ccccc1F	·	19.4%	?
56	Cc1c(NS(=O)(=O)N2CCCC2)c(=O)n(-c2ccccc2)n1C	-28.4%	0.8%	-28.3%
57	N#C/C(=C/c1ccc(Sc2nc3ccccc3[nH]2)o1)c1cccc(Br)c1	-3.8%	-15.2%	?
58	CCN(CC)S(=O)(=O)c1ccc(N2CCOCC2)c(NC(=O)c2ccc(F)cc2)c1	8.7%	5.5%	6.7%
59	COc1ccc(C)cc1NC(=S)N1CCOCC1	-0.4%	1.0%	4.7%
60	COc1ccc(/C=N/n2cnnc2SCc2ccccc2)cc1	-5.3%	-0.3%	?

Following part
#	structure	N370S GC mod	FEN1 inhibitor	TDP1 cell CPT
61	CCOc1ccc(N=Nc2c(C)noc2C)cc1	12.1%	-9.8%	5.5%
62	CC1=C(C(=O)OCC(C)C)C(c2ccc(F)cc2)NC(=O)N1 (stereo not drawn)	5.0%[2.35 µM]	-1.5%	-17.3%
63	CC1(C)CC(=O)C=C(NCC(O)c2ccccc2)C1 (stereo not drawn)	4.4%	26.6%	3.8%
64	CCCCOc1ccc(CN(CCO)CCO)cc1[N+](=O)[O-]	15.6%	20.4%	18.4µM*
65	Cc1cc(C)nc(Sc2ncnc3c2oc2ccccc23)n1	0.6%	5.2%	?
66	Cc1csc2c(=O)sc(NC(=O)c3ccc(F)cc3)nc12	-5.5%	4.3%	-1.5%
67	COc1cccc(CN(C)Cc2c(O)ccc3ccccc23)c1	-2.9%	-4.6%	?
68	C=C(C)CSc1nnc(-c2ccc(OC)cc2)n1N	-25.1%	26.3%	-4.1%
69	O=C(CSc1cn[nH]n1)Nc1cccc(C(F)(F)F)c1	-3.7%	-15.7%	-22.0%
70	CC(C)c1nnc(-c2ccc(Cl)cc2)c(N(C)C)n1	1.5%[12.8 µM]	-9.7%	?
71	O=C(O)CSc1nnc(Cc2cccc3ccccc23)n1-c1cc(C(F)(F)F)cc(C(F)(F)F)c1	3.5%	-8.1%	6.0%
72	OCCCc1nc2n(n1)C(c1cccc(Cl)c1)C=C(c1ccccc1)N2 (stereo not drawn)	·	-13.5%	?

Later entries:
#	structure	N370S GC mod	FEN1 inhibitor	TDP1 cell CPT
73	Cc1cc(OCC(=O)N2CCOCC2)cc2oc(=O)c3ccccc3c12	3.4%	-3.6%	6.1%
74	CC(CNC(=O)COc1ccccc1)OC(=O)Nc1cccc(Cl)c1 (stereo not drawn)	8.8%	-6.5%	2.6%
75	O=C(c1cnccn1)N1CCC2(CC1)CCN(c1cccc(-c3ccccc3)c1)CC2	-8.5%	·	?
76	CCOC(=O)C(C)Sc1nc(-c2ccccc2)nc2ccc(F)cc12 (stereo not drawn)	·	-1.5%	?
77	CCCCCc1cc(=O)oc2c(C(CCN(CC)CC)c3cc(OC)c(OC)c(OC)c3)c(OC)cc(OC)c12 (stereo not drawn)	?	-9.7%	?
78	Cc1c(C)c2ccc(OCC(=O)NCCN3CCOCC3)cc2oc1=O	-5.4%	23.9%	4.8%
79	CCCn1cc(S(=O)(=O)c2cccc(Cl)c2)c(=O)c2cc(F)c(N3CCN(CC)CC3)cc21	·	7.7%	?
80	CC(=O)c1cccc(NC(=O)C2CC(=O)N(c3ccc4c(c3)OCCO4)C2)c1 (stereo not drawn)	·	3.4%	-13.9%
81	COc1ccc([C@H]2CC(=O)C=C(c3ccccc3)C2)cc1	·	-22.7%	-5.1%
82	O=C(O)/C=C\c1cn(-c2ccccc2)nc1-c1cc2ccccc2o1	7.7%	7.8%	0.1%
83	Cc1cc(NC(=O)/C(C#N)=C/c2ccco2)n(-c2ccccc2)n1	-1.1%	-1.8%	-1.8%
84	O=C1C2C3C=CC(C3)C2C(=O)N1c1ncn[nH]1 (stereo not drawn)	11.6%	4.1%	-4.8%

Arranged by molar mass (descending): 7 of the compounds above
#	structure	N370S GC mod	FEN1 inhibitor	TDP1 cell CPT
57	N#C/C(=C/c1ccc(Sc2nc3ccccc3[nH]2)o1)c1cccc(Br)c1	-3.8%	-15.2%	?
12	CCCCN(CC)CCCNC(=O)c1cc2cc3ccc(C)cc3nc2o1	-2.3%	-7.3%	-26.4%
74	CC(CNC(=O)COc1ccccc1)OC(=O)Nc1cccc(Cl)c1 (stereo not drawn)	8.8%	-6.5%	2.6%
35	COC(=O)c1ccccc1SC1CC(=O)N(c2cccc(C)c2)C1=O (stereo not drawn)	-5.3%	-0.4%	9.2µM*
13	O=C(C[n+]1cc(-c2ccccc2)n2c1CCC2)OCc1ccccc1	8.4%	-0.1%	11.2%
83	Cc1cc(NC(=O)/C(C#N)=C/c2ccco2)n(-c2ccccc2)n1	-1.1%	-1.8%	-1.8%
7	Cc1ccc(OCC(=O)c2ccc(Cl)s2)c([N+](=O)[O-])n1	-4.5%	-2.7%	3.66µM*

These rows are one share of the data; the hit share may differ from the screen's.
